# NadD inh: inhibitors of S. aureus NadD, primary screen, biochemical, colorimetric, uHTS. purified NadD enzyme, colorimetric absorbance read-out. inhibition, % at 20 µM. actives 0.78% (n = 360,000). AID 602399, 2012; in the data active = inhibition above about 26%; note: some compounds past the cut are filed as inactive
# Neddyl block: inhibitors of cullin neddylation, primary screen, biochemical, TR-FRET, uHTS, NAE and Ubc12; NEDD8-conjugating enzyme Ubc12 (Homo sapiens) + NEDD8-activating enzyme E1 regulatory …; calls only at 25 µM; actives 0.58% (n = 360,000); in the data active = inhibition above about 36%
# SKN-1 inh: suppressors of acrylamide-induced Pgst-4::GFP reporter in worms, primary screen, SKN-1 inhibitor project, whole organism, uHTS, GFP/RFP fluorescence ratio, strain VP596 | actives 0.49% (n = 360,000) | AID 624304, 2012 | inhibition, % at 21.8 µM | C. elegans VP596 Pgst-4::GFP/RFP ratio, 24 h;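 active = interference check ratio from 0.5 to 1.5 plus GFP to RFP signal ratio inhibition reaching or exceeding a fixed threshold, cut at about 30% in these data, passing the limit was not always enough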; note: some compounds called inactive have numbers as strong as hits
# MT1-MMP act inh: blockers of MT1-MMP proenzyme processing, primary screen, HT1080 RFP-PRO-GFP cells, GFP/RFP fluorescence; actives 0.061% (n = 360,000); GFP/RFP ratio change, % at 20 µM; Matrix metalloproteinase-14 (Homo sapiens), P50281; AID 651647, 2012; GFP/RFP ratio fluorescence, overnight; percent of plate control window, DMSO zero;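 active = GFP/RFP ratio change of at least 30% with cell ATP level not reduced by more than half and red fluorescence within 50% of control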; note: strong numbers were not always called active
#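 Compound: 20 µM single dose, 1% DMSO / System: HT1080 RFP-PRO-GFP cells / Controls: DMSO and RFP-L50D-GFP cell wells / Read-out basis: GFP/RFP fluorescence ratio / Schedule: overnight compound exposure at 37 °C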
# CSN inh: inhibitors of CSN-mediated cullin deneddylation, primary screen, biochemical, fluorescence polarization, uHTS; COP9 signalosome complex subunit 5 (Homo sapiens), Q92905; Purified CSN, SCF-Nedd8-OG deneddylation; inhibition, % at 12.5 µM; actives 0.38% (n = 360,000);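 active = pattern-corrected inhibition above about 35%, with an unprinted fluorescence ratio check between 0.5 and 1.5, limit read from the data, passing the limit was not always enough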;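 note: 0% = enzyme with substrate and 100% = substrate without enzyme; some results filed as inactive read as strong as hits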
# Target sequence (Q92905 whole entry, looked up, one chain of several): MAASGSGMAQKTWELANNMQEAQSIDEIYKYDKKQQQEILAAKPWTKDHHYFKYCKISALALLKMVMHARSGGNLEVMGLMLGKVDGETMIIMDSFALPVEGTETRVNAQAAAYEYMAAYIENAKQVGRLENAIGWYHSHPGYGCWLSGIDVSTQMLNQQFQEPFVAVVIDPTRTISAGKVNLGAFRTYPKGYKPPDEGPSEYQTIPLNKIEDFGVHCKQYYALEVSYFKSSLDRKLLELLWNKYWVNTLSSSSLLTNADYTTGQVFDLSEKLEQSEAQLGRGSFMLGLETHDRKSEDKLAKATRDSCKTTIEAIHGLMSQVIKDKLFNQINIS
#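 Test system: purified human Csn5 enzyme expressed in HEK293T cells. Amount: 0.24 nM enzyme. Reagent: SCFSkp2-Nedd8OG substrate at 10 nM final. Schedule: 90 min incubation of compound, enzyme and substrate at room temperature. Detection: fluorescence polarization. Read-out: % inhibition of substrate cleavage by Csn5.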
# MLLE-PAM2 inh: inhibitors of PABP1 MLLE–PAM2 peptide binding, primary screen, biochemical, fluorescence polarization, FITC-PAM2, GST-MLLE; Polyadenylate-binding protein 1 (Homo sapiens), P11940; inhibition, % at 20 µM; actives 0.36% (n = 360,000); AID 588489, 2011; in the data active = inhibition above about 35%, passing the limit was not always enough;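 note: plate controls were DMSO wells with GST-MLLE for no effect and wells lacking GST-MLLE protein for full effect; some results filed as inactive read as strong as hits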
# Rpn11 block: Rpn11 (PSMD14) deubiquitinase inhibitors, primary screen, biochemical, fluorescence polarization, uHTS | 26S proteasome non-ATPase regulatory subunit 14 (Homo sapiens), O00487 | human 26S proteasome, Ub4-pepOG fluorescence polarization; 20S core pre-blocked with epoxomicin | calls only at 20 µM | actives 0.59% (n = 360,000);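 active = inhibition at 20 µM, scaled to each plate's controls, above about 33%, limit read from the data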
# Target sequence (O00487 whole entry, looked up): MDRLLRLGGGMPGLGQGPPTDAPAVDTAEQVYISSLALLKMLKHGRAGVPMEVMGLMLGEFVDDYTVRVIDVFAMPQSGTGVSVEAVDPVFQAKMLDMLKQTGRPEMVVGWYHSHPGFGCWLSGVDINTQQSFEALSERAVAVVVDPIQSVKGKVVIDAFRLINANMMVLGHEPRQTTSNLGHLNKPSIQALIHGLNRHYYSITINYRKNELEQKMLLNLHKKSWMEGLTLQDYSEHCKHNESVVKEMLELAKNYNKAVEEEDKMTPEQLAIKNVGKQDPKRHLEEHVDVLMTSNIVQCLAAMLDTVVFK
# Rin1 Abl inh: inhibitors of Rin1-Abl protein binding, primary screen, biochemical, TR-FRET. inhibition, % at 7.35 µM. AID 588664, 2011. actives 0.4% (n = 360,000); in the data active = inhibition above about 5%, passing the limit was not always enough
# FAS TE block: FAS thioesterase domain inhibitors, primary screen, biochemical, fluorescence intensity, uHTS; Fatty acid synthase (Homo sapiens), P49327; actives 0.67% (n = 360,000); recombinant FAS-TE, OMFH fluorogenic substrate, fluorescence endpoint; inhibition, % at 15 µM;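 active = compounds whose normalised, plate-corrected inhibition of enzyme fluorescence in the single-dose primary screen is 50% or more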;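 note: 0% = DMSO with enzyme and 100% = substrate without enzyme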
# The depositor's hits bear a star; i = inactive; x = not tested or not shown.
1: O=C1CC(c2ccccc2)c2cccc(F)c21 (stereo not given)
2: CCC(CC)CN1CCN=C1Nc1ccccc1
3: Cc1cc(N/C=C\c2nnnn2-c2ccccc2)no1
4: CC1CCCC(C)N1CCOc1cc(N)ccc1C#N (stereo not given)
5: Cc1c(C=O)c2ccccc2n1CC(=O)O
6: Cc1ccc(-n2c(-c3ccc(Cl)cc3)c[n+]3c2CCC3)cc1
7: Fc1cccc(Cl)c1Cn1nnc(-c2ccc3c(c2)OCO3)n1
8: CCOC(=O)CSc1nc(C)cc2c1C(=O)OC2
9: CC(C)C(OC(=O)c1cccs1)C(=O)NCc1ccc2c(c1)OCO2 (stereo not given)
10: Cc1ccc2c(NC(=S)NC(=O)c3ccccc3)cccc2n1
Assay by compound	1	2	3	4	5	6	7	8	9	10
NadD inh	-8	-4	-1	-49	-9	1	-10	-8	2	3
Neddyl block	i	i	i	i	i	i	i	i	i	i
SKN-1 inh	4	-10	7	4	-4	-14	-13	7	-4	17
MT1-MMP act inh	-1	3	-2	0	0	5	4	0	-1	1
CSN inh	2	6	-8	2	-1	-3	5	1	-4	6
MLLE-PAM2 inh	-4	11	7	3	-2	2	-2	-4	-1	15
Rpn11 block	i	i	i	i	i	i	i	i	i	i
Rin1 Abl inh	1	3	-3	-1	-2	-2	1	3	-1	-5
FAS TE block	0	-6	1	-4	-6	-9	23	2	0	-3

11: Cc1ccc(NC(=O)C2CC(O)CN2C(=O)Oc2ccccc2)c(C)c1 (stereo not given)
12: O=C(CSc1nnc2scc(-c3ccccc3)n12)NCc1ccc2c(c1)OCO2
13: COc1ccc(C(=O)CN2C(=O)c3ccccc3C2=O)cc1
14: OCCN1CCN(CCSc2ccccc2)CC1
15: COCCCn1c(=O)c2ccccc2n(CC(=O)NC2CCCC2)c1=O
16: CC(OC(=O)c1ccc(S(=O)(=O)NCc2ccco2)cc1)C(=O)Nc1ccc(Cl)cn1 (stereo not given)
17: CCN(CC)CC(O)c1cccn1-c1ccc(CNC(=O)NC(C)C)cc1 (stereo not given)
18: CC(=O)Nc1cccc(NC(=O)Cc2nc(-c3ccccc3)sc2-c2ccc(C)cc2)c1
19: N#CC1(NC(=O)CSc2nnc(COc3ccccc3F)n2N)CCCCC1
20: CNS(=O)(=O)c1cccc(C(=O)OCC(=O)c2cc3ccccc3o2)c1
Assay by compound	11	12	13	14	15	16	17	18	19	20
NadD inh	5	6	-3	-4	1	4	1	2	-6	-10
Neddyl block	i	i	i	i	i	i	i	i	i	i
SKN-1 inh	-2	-12	-10	-6	-4	-9	6	7	1	2
MT1-MMP act inh	-1	6	1	-4	-1	-1	-3	-1	-5	-3
CSN inh	5	2	-9	1	2	-1	-1	0	1	7
MLLE-PAM2 inh	6	8	2	-3	-3	-14	7	2	-3	-20
Rpn11 block	i	i	i	i	i	i	i	i	i	i
Rin1 Abl inh	4	1	-2	-4	3	-4	3	6	7	-2
FAS TE block	-4	-1	-3	-9	-3	10	-5	10	-5	8

21: CC(C)CN(CC(C)C)S(=O)(=O)N1CCC(C(=O)NCc2cccs2)CC1
22: Cc1cc(Cl)ccc1Oc1ncc(-c2ccc(Cl)cc2)cn1
23: Cc1ccc(CN2C(=O)c3ccccc3C2c2nnnn2C(C)C)cc1 (stereo not given)
24: COc1cccc(-n2nnnc2SCC(=O)Nc2ccc(NC(C)=O)cc2)c1
25: Cc1cc(C)cc(OCc2nnc(SCC(=O)N3CCN(c4ccccc4)CC3)o2)c1
26: COc1cc2c3c([nH]c2cc1F)C(=O)NCC3
27: CCC(=O)Nc1ccc(-c2nnc(SCC(=O)Nc3nccs3)n2C)cc1
28: O=c1[nH]c(=O)c2cn[nH]c2[nH]1
29: CC(C)C1C(=O)N(Cc2cn(CC3CCCCC3)nn2)CCS(=O)(=O)N1Cc1ccc(-c2ccccc2)cc1 (stereo not given)
30: O=C(Nc1ccccc1N1CCCCC1)c1ccccc1F
Assay by compound	21	22	23	24	25	26	27	28	29	30
NadD inh	-8	-5	0	-7	8	-1	5	-5	1	5
Neddyl block	i	i	i	i	i	x	i	i	i	i
SKN-1 inh	1	2	12	12	-2	7	-19	-23	-9	3
MT1-MMP act inh	6	-5	3	-3	-2	-5	3	0	-24	-5
CSN inh	2	0	-4	0	-3	-2	-3	-2	-6	-8
MLLE-PAM2 inh	-8	-3	x	11	-105	7	-118	1	-3	1
Rpn11 block	i	i	x	i	i	i	i	i	i	i
Rin1 Abl inh	3	-15	x	-1	-2	-2	7.2*	2	1	-3
FAS TE block	-1	21	-7	3	1	-1	-9	0	35	-5

31: COc1ccc(N=C2C(=Nc3ccc(OC)cc3)N(c3ccc(OC)cc3)C(=S)N2C(=O)c2ccc(OC)cc2)cc1
32: O=[N+]([O-])c1cc(-c2ncccn2)cs1
33: Cc1onc(-c2c(Cl)cccc2Cl)c1C(=O)c1ccc(F)cc1
34: O=C(Nc1nnc(S(=O)(=O)N2CCCCCC2)s1)c1ccc(Br)cc1
35: O=c1cc(NCCc2ccccc2)c2ccccc2o1
36: CN(C)c1ccc(/C=C2\C(=N)N3N=C(CC(=O)N4CCCC4)SC3=NC2=O)cc1Br
37: COCCCN1C(=O)C(CC(=O)NCc2cccc3ccccc23)CC(C(=O)N(C(C)C)C(C)C)=C1C (stereo not given)
38: O=C(O)c1ccc(CNC(=O)C2CCN(S(=O)(=O)c3ccc4c(c3)OCCO4)CC2)cc1
39: O=S(=O)(c1ccc2nc(Cc3cccc(C(F)(F)F)c3)[nH]c2c1)N1CCOCC1
40: Cc1ccc([N+](=O)[O-])cc1NC(=O)CN(C(=O)c1ccccc1Cl)C1CCCCC1
Assay by compound	31	32	33	34	35	36	37	38	39	40
NadD inh	17	6	1	13	-10	4	-5	3	-7	1
Neddyl block	i	i	i	i	i	i	i	i	i	i
SKN-1 inh	30	0	-5	6	29	19	7	5	7	8
MT1-MMP act inh	6	2	1	-2	-4	-10	2	-1	11	1
CSN inh	8	1	5	7	2	6	3	9	-3	0
MLLE-PAM2 inh	22	-7	6	-26	-15	-10	-11	17	6	-12
Rpn11 block	i	i	i	i	i	i	i	i	i	i
Rin1 Abl inh	4	-7	2	2	-2	1	1	1	3	-2
FAS TE block	19	-6	22	-5	-3	-7	-3	-10	0	74*

41: CC1CCN(C(=O)COC(=O)Cc2ccc(Br)cc2)CC1
42: O=[N+]([O-])c1ccc2c(c1)C=C1CCCCC1(N1CCCC1)O2 (stereo not given)
43: Cc1ccc(N2C(=O)/C(=C\c3ccco3)SC2=S)cc1
44: O=C(O)c1cccc(Nc2nc(-c3cc4ccccc4oc3=O)cs2)c1
45: COCCn1c(SCC(=O)N2CCCc3ccccc32)nnc1-c1ccoc1C
46: Cc1nn(CCc2n[nH]c(=S)n2C2CCCCC2)c(C)c1Br
47: CCOC(=O)C1=C(c2ccccc2)N=c2s/c(=C\c3ccc(O)cc3)c(=O)n2C1c1cccs1 (stereo not given)
48: CC(=O)c1c(N)n(C)c(=O)n(C)c1=O
49: CCCOC(=O)C1=C(C)NC2=C(C(=O)C(C(=O)OC)C(C)C2)C1c1ccc(N(CC)CC)cc1 (stereo not given)
50: CC(=O)Nc1ccc(-c2nc(C)c(C(C)=O)n2O)cc1
Assay by compound	41	42	43	44	45	46	47	48	49	50
NadD inh	-8	-2	10	-4	-1	-2	35*	-1	0	8
Neddyl block	i	i	i	i	i	i	i	i	i	i
SKN-1 inh	2	2	9	6	-6	5	-2	9	14	7
MT1-MMP act inh	1	8	-2	-2	2	4	-26	6	-14	8
CSN inh	-3	-4	17	-5	-1	2	45*	1	-2	-2
MLLE-PAM2 inh	3	-4	9	1	-8	-6	-36	-3	3	3
Rpn11 block	i	i	i	i	i	i	x	i	i	i
Rin1 Abl inh	-5	1	-3	2	0	3	-4	1	0	-1
FAS TE block	2	13	1	2	-4	-4	-7	-5	20	-5

51: COc1cccc(NC(=O)CN(C)C(=O)CC2CCCCC2)c1
52: NC(N)=N/N=C/c1ccccc1OC(F)F
53: Cc1cc(C)c(/C=N/NC(N)=O)c(C)c1/C=N/NC(N)=O
54: O=c1[nH]c(Nc2ccccc2Cl)cc2ccccc12
Assay by compound	51	52	53	54
NadD inh	0	2	-3	1
Neddyl block	i	i	i	i
SKN-1 inh	-8	12	-8	8
MT1-MMP act inh	0	3	9	-36
CSN inh	-6	-1	2	26
MLLE-PAM2 inh	3	8	-8	12
Rpn11 block	i	i	i	i
Rin1 Abl inh	0	1	0	5
FAS TE block	-2	-7	-18	40

# Bioassay records as filed in PubChem BioAssay.
